Screening data (PubChem BioAssay)
Shiga inhibitor = Shiga toxin inhibition | Vero cells, Shiga toxin protein synthesis inhibition reporter | inhibition, % at 38.7 µM | 9.2% of 290,000 active; in the data active = inhibition mostly above about 28%, no sharp cut-off; inactive = mostly below about 43%; note: 0% is about no effect
HCV inhibitor = blocks hepatitis C virus; Potency, µM (doses to about 41.8 µM), for inactives: at the highest dose activity change, negative = inhibition, hits mostly inhibitors; Huh7.5.1 HCVcc-Cre infection, luciferase reporter, 44 h; 3.4% of 340,000 active; note: potency is the fitted concentration of half-maximal effect; % is set by controls: 0 for no effect and ±100 for the full control effect
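After 44 h co-culture of compound, cells and HCVcc-Cre (~0.5 moi), substrate is added for 15 min at room temperature and luciferase measured over 15 sec. Cells were seeded at 1,000/well and pre-cultured 4 h.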
Tb PYK inh = T. brucei pyruvate kinase inhibition. Q57TT1. TbPYK enzyme, Kinase-Glo Plus ATP luminescence, 45 min. Potency, µM (titrated, usually from 76.8 µM), for the others: at the highest dose activity, negative = inhibition, actives largely listed as inhibitors. 0.12% of 410,000 active; note: potency is the fitted concentration of half-maximal effect; % is set by controls: 0 for no effect and ±100 for the full control effect; nearly all actives have a fitted effect of over 50% in size
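T. brucei PYK with substrate was exposed to pin-transferred compounds across a concentration series, then started with 130 uM ADP (final). After 45 min at room temperature, Kinase-Glo Plus luminescence was read, normalized and curve-fitted.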
Pf growth 96h = P. falciparum growth inhibition at 96 hours | Potency, µM (series often up to 28.7 µM), for inactives: at the top dose activity change, negative = inhibition, actives largely listed as inhibitors | 6.9% of 320,000 active | P. falciparum luciferase reporter growth, 96 h | AID 504834; note: potency is the fitted concentration of half-maximal effect; % is set by controls: 0 for no effect and ±100 for the full control effect
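Cell-based qHTS: luciferase-tagged P. falciparum in erythrocytes (2% hematocrit, 0.05% parasitemia final) incubated with compounds for 96 hours, 37 C, 5% CO2; luciferase detection reagent then added and luminescence measured.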
CHX counter = affects cycloheximide protein synthesis inhibition readout, counter-screen. cell reporter, cycloheximide protein synthesis inhibition counterscreen. max response, %. 12% of 300,000 active. AID 2314; in the data active = max response mostly above about 13%, no sharp cut-off; inactive = mostly below about 14%; note: read at 38.3 µM for the half of the compounds with a filed dose; 0% is about no effect
Pf growth 48h = inhibits P. falciparum growth in the first generation, 48 h; AID 504832; Potency, µM (series often up to 28.7 µM), for inactives: at the top dose activity change, negative = inhibition, most hits filed as inhibitors; 5.9% of 310,000 active; P. falciparum luciferase growth in erythrocytes, 48 h; note: potency is the fitted concentration of half-maximal effect; % is set by controls: 0 for no effect and ±100 for the full control effect
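Luciferase-expressing P. falciparum in infected erythrocytes (2% hematocrit, 0.1% parasitemia final) in RPMI 1640/0.5% Albumax were exposed to compound for 48 hours at 37 C, 5% CO2; growth read as luminescence.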
LmPK inh = blocks Leishmania mexicana pyruvate kinase activity | 0.37% of 290,000 active | Potency, µM (series often up to 57.5 µM), inactives show at the highest dose activity change, negative = inhibition, actives largely listed as inhibitors | Q27686 | AID 1721 | purified LmPK, Kinase-Glo ATP luminescence, 1 h; note: potency is the fitted concentration of half-maximal effect; % is set by controls: 0 for no effect and ±100 for the full control effect
Target sequence (Q27686 whole entry, looked up): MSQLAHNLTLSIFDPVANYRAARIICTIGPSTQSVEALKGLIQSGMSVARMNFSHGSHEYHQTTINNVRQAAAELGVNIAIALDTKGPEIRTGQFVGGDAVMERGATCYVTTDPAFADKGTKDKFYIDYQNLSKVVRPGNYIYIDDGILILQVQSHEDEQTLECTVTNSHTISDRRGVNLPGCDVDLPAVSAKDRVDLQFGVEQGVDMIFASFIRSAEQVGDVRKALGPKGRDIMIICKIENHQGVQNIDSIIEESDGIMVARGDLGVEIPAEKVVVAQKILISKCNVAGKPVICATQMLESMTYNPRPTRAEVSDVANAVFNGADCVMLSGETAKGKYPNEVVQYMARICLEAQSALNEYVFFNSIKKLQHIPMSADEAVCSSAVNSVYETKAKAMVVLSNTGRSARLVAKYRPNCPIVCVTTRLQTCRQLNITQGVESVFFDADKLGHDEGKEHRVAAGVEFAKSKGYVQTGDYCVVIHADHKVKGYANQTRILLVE
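Kinase-Glo luminescence read after 1 h RT reaction of 0.1 nM LmPK with 0.5 mM PEP and 0.1 mM ADP. Activity scaled between uninhibited and enzyme-free controls.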
* marks the source's active call; other numbers are inactive results; i = inactive; ? = inconclusive; . = not tested or not shown; & = joins results of further samples; [ ] = dose if it differs, or a comment. Unless noted, calls come from the whole dose curve; as a rule, active = well fitted curve in the direction sought with a large enough effect; inconclusive = small, poorly fitted or top-dose-only effect, or another doubt; inactive = no such curve, though single readings can be large; an effect the other way counts as inactive or inconclusive.

SMILES	Shiga inhibitor	HCV inhibitor	Tb PYK inh	Pf growth 96h	CHX counter	Pf growth 48h	LmPK inh
O=C(COC(=O)CN1C(=O)NC2(CCCC2)C1=O)Nc1c(Cl)cccc1C(F)(F)F	.	1%	-3%	19%	.	13%	.
COc1ccc(CCNC(=O)CCS(=O)(=O)c2ccc3c(c2)NC(=O)C(C)S3)cc1OC (stereo unspecified)	-3	1%	-4%	89%[activator]	8	-12%	0%
COc1ccc(CNC(=O)COC(=O)/C=C/c2cccc(Br)c2)cc1OC	-14	13%	-4%	-26%	4	i	6%
Cc1ccc(-n2c(CNc3cccc(Cl)c3)n[nH]c2=S)cc1	33	15%	?	81%[activator]	8	8.3µM*	-8%
CCC(C)(C)n1nnnc1CN(Cc1cc2cc(OC)c(OC)cc2[nH]c1=O)C1CCCC1	-5	14%&0%	-6%	67%[activator]	6	8%	7%
CN1C(=O)C2(c3ccccc31)N(C)CC(c1ccccn1)C21SC(=S)N(Cc2ccco2)C1=O (stereo unspecified)	27	?	0%	?	32*	9.3µM*	5%
CCOc1ccc2[nH]c(=O)c(CN(Cc3ccccc3OC)C(=O)c3ccccc3)cc2c1	-14	?	-3%	.	-4	?	1%
COc1ccc(C(=O)Nc2ccc(-c3nnn(CC(=O)N4CCN(C(=O)c5ccco5)CC4)n3)cc2)cc1	-4	-26%	0%	?	-1	?	-2%
Cc1ccc(CCNC(=O)NC(C)(C)C)cc1	69*	-2%	1%	.	30*	67%[activator]	1%
Cc1ccc(N=C2SC(C(=O)NCCc3ccccc3)CC(=O)N2C)cc1C (stereo unspecified)	-1	-2%	3%	-3%	-4	-13%	2%
Cc1ccc(C)c(OCCn2nnc3ccccc32)c1	34*	-10%	2%	31%[activator]	33*	-1%	1%
Clc1ccc(-c2noc(CCCc3ccccc3)n2)cc1	-5	-12%	.	8%	8	.	-3%
CCOC(=O)c1sc(=S)n(Cc2ccccc2)c1N	-7	-13%	5%	?	3	7%	4%
O=C1C[C@H](NC(=O)OCc2ccccc2)CO1	.	20%	-7%	31%[activator]	.	14%	.
Nc1nc(/C(=C/CC(=O)O)C(=O)NC2C(=O)N3C(C(=O)O)=CCSC23)cs1 (stereo unspecified)	.	.	-2%	-5%	.	-3%	.
Cc1oc(C(C)(C)C)cc1C(=O)Nc1ccc(C(=O)O)cc1	48	26%	3%	?	36*	54%[activator]	2%
COCCNC(=O)CSc1c2c(nc3ccc(Cl)cc13)CCCC2	-12	10%	8%	-1%	-5	4%	-1%
O=C(/C=C/c1cc([N+](=O)[O-])ccc1OC(F)F)Nc1ccc(OC(F)F)cc1	11	?	6%	-8%	0	-22%	0%
Cc1cc(C(=O)CN2C(=O)C(=O)N(Cc3ccccc3)C2=O)c(C)n1Cc1ccc(F)cc1	.	-22%	7%	?	.	?	.
COc1ccc(/C=C/C(=O)N2CCN(c3ccccn3)CC2)cc1OC	2	-9%	-2%	12µM*	-3	-6%	-4%
Cc1cccc(N2CCN(C(=O)CC(NC(=O)c3ccccc3Cl)c3ccccc3)CC2)c1C (stereo unspecified)	-3	-1%	-1%	?	0	?	-4%
O=C(Nc1nnc(SCc2ccc(Cl)cc2)s1)C1CCCO1 (stereo unspecified)	27	2%	-8%	.	7	13%	2%
Cc1cc(C)nc(N2CCC(C(=O)NCc3ccccc3)CC2)n1	-2	-12%	-4%	?	-4	22%	-4%
CCN1CCN(c2cc(C)c3cc(NC(=O)c4cccs4)ccc3n2)CC1	86	?	-1%	?	21*	2.1µM*	-3%
O=C(CN(C(=O)c1csnn1)c1cccc2c1CCCC2)NC1CCCC1	-8	?	2%	?	-2	-22%	-7%
CCN(c1ccccc1)S(=O)(=O)c1ccc(C(=O)OC(C)C(=O)NCCC2=CCCCC2)cc1 (stereo unspecified)	-11	-9%	12%	3%	-4	6%	0%
COc1cc2cnc(-c3ccccc3)c(-c3ccc(C#N)cc3)c2cc1OC	.	?	-5%	?	.	2.3µM*	.
CC1CC(C)CN(C(=O)c2cc3cc(Br)cc(Br)c3o2)C1 (stereo unspecified)	41*	-15%	0%	0%	31*	-5%	-2%
COc1ccc(C(=O)CCN2CCc3cc(OC)c(OC)cc3C2)cc1	16	?	-9%	34%[activator]	-4	0%	0%
Oc1ccc2ccccc2c1/C=N/c1nc2c(s1)CCCC2	5	-11%	-7%	-10%	14*	.	-3%

Another view of some results above.
Order of values: Shiga inhibitor, HCV inhibitor, Tb PYK inh, Pf growth 96h, CHX counter, Pf growth 48h, LmPK inh
Cc1cc(C(=O)CN2C(=O)C(=O)N(Cc3ccccc3)C2=O)c(C)n1Cc1ccc(F)cc1
 : ., -22%, 7%, ?, ., ?, .
COc1ccc(/C=C/C(=O)N2CCN(c3ccccn3)CC2)cc1OC
 : 2, -9%, -2%, 12µM*, -3, -6%, -4%

The listing continues:
SMILES	Shiga inhibitor	HCV inhibitor	Tb PYK inh	Pf growth 96h	CHX counter	Pf growth 48h	LmPK inh
COc1ccc(/C=C/C(=O)O)cc1S(=O)(=O)N1CCc2ccccc21	2	0%	-13%	-16%	1	-12%	1%
O=C(NC1CCCCCC1)c1ccc(CS(=O)Cc2cccc(Cl)c2)o1 (stereo unspecified)	8	-26%	0%	?	-3	-23%	-3%
COc1ccc(N(CC(=O)N/N=C/c2ccc(-c3ccc([N+](=O)[O-])cc3)o2)S(=O)(=O)c2ccc(C)cc2)cc1	-10	?	3%	39%[activator]	-2	7%	1%
COC(=O)c1ccc(C2C(C(=O)OCC(C)C)=C(C)N=C3SCCC(=O)N32)cc1 (stereo unspecified)	-11	-4%	-2%	87%[activator]	-5	?	4%
CC(=O)CSc1nnc(-c2ccco2)n1-c1ccccc1	19	-17%	1%	22%	-9	-28%	4%
N#Cc1c(NCCN)nc(-c2ccccc2)c2c1CCCC2	-9	?	-9%	?	-5	.	5%
CC(=O)N(C)c1ccc(NC(=O)Nc2ccccc2C)cc1	82*	-6%	-4%	22%	39*	268%[activator]	?
COc1ccc(OC(=O)c2ccncc2)cc1	-15	13%	-17%	35%[activator]	6	-8%	-6%
COc1ccc2c(CC(=O)NNC(=O)c3cccs3)coc2c1	.	5%	0%	20%	.	31%[activator]	.
CCCC1(c2ccccc2)NC(=O)NC1=O (stereo unspecified)	-9	10%	11%	23%	-4	5%	-1%
O=C(Nc1cc([N+](=O)[O-])ccc1Cl)C1CC1	18	7%	-12%	13%	3	22%	-3%
O=C(c1ccco1)N1CCN(C2CC(=O)N(c3ccccc3)C2=O)CC1 (stereo unspecified)	24	15%	-16%	3%	2	.	6%
O=S(=O)(c1ccccc1F)N1CCC(Oc2ccc(-n3cnnn3)cc2)CC1	-12	3%	-2%&7%	?	-2	11%	3%
CCOC(=O)c1[nH]c(CSc2nnnn2-c2ccccc2C)c(C(=O)OCC)c1C	-14	?	-2%	?	-8	10µM*	2%
FC(F)(F)COc1ccc(-c2nnc(SCc3c(Cl)cccc3Cl)o2)cn1	11	6%	0%	-6%	0	-3%	2%

5 entries already listed, ordered by SMILES length, ascending.
SMILES	Shiga inhibitor	HCV inhibitor	Tb PYK inh	Pf growth 96h	CHX counter	Pf growth 48h	LmPK inh
COc1ccc(OC(=O)c2ccncc2)cc1	-15	13%	-17%	35%[activator]	6	-8%	-6%
O=C(Nc1cc([N+](=O)[O-])ccc1Cl)C1CC1	18	7%	-12%	13%	3	22%	-3%
COc1ccc2c(CC(=O)NNC(=O)c3cccs3)coc2c1	.	5%	0%	20%	.	31%[activator]	.
COc1ccc(/C=C/C(=O)O)cc1S(=O)(=O)N1CCc2ccccc21	2	0%	-13%	-16%	1	-12%	1%
CCOC(=O)c1[nH]c(CSc2nnnn2-c2ccccc2C)c(C(=O)OCC)c1C	-14	?	-2%	?	-8	10µM*	2%

Next structures follow.
SMILES	Shiga inhibitor	HCV inhibitor	Tb PYK inh	Pf growth 96h	CHX counter	Pf growth 48h	LmPK inh
COc1ccc(CNc2ccc3c(c2)nc(C)n3C)cc1	60*	-6%	-17%	.	25*	.	2%
COc1ccccc1N(C)S(=O)(=O)c1ccc(C(=O)NCc2ccc3c(c2)OCO3)cc1	-8	?	-6%	?	5	9.3µM*	5%
N#C/C(=C\C=C\c1ccccc1)c1nc(-c2ccc3c(c2)OCO3)cs1	-7	6%	-20%	?	-6	10%	-3%
COc1ccc(OCC(=O)N/N=C(\CCC(=O)O)c2cccs2)cc1	-2	24%	-6%	32%[activator]	-2	22%	2%
CCOC(=O)c1c(C)[nH]c(C)c1C(=O)COC(=O)c1ccc([N+](=O)[O-])s1	.	?	4%	?	.	-34%	.
CCc1nc2c(sc3nc4c(cc32)COC(C)(C)C4)c(=O)n1Cc1ccco1	26	?	-26%	.	14	?	?
COCCn1c(SCC(=O)c2[nH]c(C)c(C(C)=O)c2C)nc2ccccc2c1=O	-6	?	-1%	?	-4	?	5%
CCOC(=O)C1(Cc2ccccc2C)CCCN(C(=O)CCc2c(C)noc2C)C1 (stereo unspecified)	16	-1%	-5%	12µM*	10	?	-2%
O=C(Cc1ccccc1)N1CCN=C1SCc1ccc([N+](=O)[O-])cc1	3	-29%	-1%	?	-2	?	10%
Cc1ccc(C)c(N2CCN(C(=O)C34CC5CC(C3)CC(n3nnc(C)n3)(C5)C4)CC2)c1	12	18µM*	2%	?	1	10µM*	3%
CCn1c(/C=C/c2ccc(O)c(O)c2)nc2ccccc2c1=O	2	-22%	4%	?	0	?	?
CCN(CC)CCCN1CC(O)=C(c2nc3ccccc3s2)C1=N	-11	11µM*	-12%	.	-4	?	4%
CC(=O)N1CCN(S(=O)(=O)c2cccc(C(=O)Nc3nc4ccccc4[nH]3)c2)CC1	20	13%	-10%	1.9µM*	12	?	1%
CCCCNC(=O)CCCCn1c(=S)[nH]c2c([nH]c3ccc(OC)cc32)c1=O	-4	-3%	-12%	148%[activator]	-4	?	-2%
CCCNC(=O)N1c2ccccc2Sc2ccccc21	28	-9%	-11%	?	-2	?	6%
CCOC(=O)CN1C(=O)C2Cc3ccccc3CN2C1=S (stereo unspecified)	21	3%	-1%	-14%	6	?	-13%
O=c1oc(-c2ccccc2Cl)nc2ccsc12	-6	28%	5%	.	10	-5%	0%
CCOC(=O)CC(C#N)c1cn(C)c2ccccc12 (stereo unspecified)	-30	15%	-7%	8%	-2	?	0%
CCOC(=O)N1CCN(c2c(NCCN3CCN(Cc4ccccc4)CC3)c(=O)c2=O)CC1	-9	23%	2%	5%	-7	.	3%
Cn1ncc2cc(NC(=S)NC(=O)c3ccccc3)ccc21	86*	?	-2%	77%[activator]	43*	98%[activator]	1%
CC(C)Oc1ccc(N2CC(C(=O)Nc3ccccn3)CC2=O)cc1 (stereo unspecified)	-3	-2%	2%	-3%	2	2%	5%
Clc1ccc(-c2nnc3sc(-c4ccc(Br)o4)nn23)c(Cl)c1	-7	2%	1%	-11%[5.75 µM]	-1	27%	-2%
C=CCNC(=O)c1ccc(OC)cc1	-4	-6%	10%	34%[activator]	3	47%[activator]	-1%
Clc1ccc(C2[C@H]3CN(Cc4cccnc4)[C@H](c4ccccc4)C34CC2(c2cccnc2)C4)cn1 (stereo partly specified)	-2	-20%	-6%	4.7µM*	-5	10µM*	4%
CCOC(=O)c1c(NC(=O)CSc2nnc(CNc3ccc(F)cc3)o2)sc(C(C)=O)c1C	39	?	-2%	1.7µM*	-3	-16%	1%
COc1ccc(S(=O)(=O)CCC(=O)NCc2ccc(C)o2)cc1	5	5%	?	-9%	-2	16%	9%
